Source: PubChem BioAssay (several laboratories)
CHT allo act – allosteric activators of human choline transporter CHT; CHT-expressing cells, membrane potential dye, choline EC20; hits give high values; LV-AA mutant CHT in HEK293 cells; B-score at 10 µM; 310,000 compounds, 0.49% hits; AID 488977;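 active = initial fluorescence not abnormally high and integrated response B-score, plate-corrected, over 3 SD above library mean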
Target sequence (Q9GZV3 whole entry, looked up): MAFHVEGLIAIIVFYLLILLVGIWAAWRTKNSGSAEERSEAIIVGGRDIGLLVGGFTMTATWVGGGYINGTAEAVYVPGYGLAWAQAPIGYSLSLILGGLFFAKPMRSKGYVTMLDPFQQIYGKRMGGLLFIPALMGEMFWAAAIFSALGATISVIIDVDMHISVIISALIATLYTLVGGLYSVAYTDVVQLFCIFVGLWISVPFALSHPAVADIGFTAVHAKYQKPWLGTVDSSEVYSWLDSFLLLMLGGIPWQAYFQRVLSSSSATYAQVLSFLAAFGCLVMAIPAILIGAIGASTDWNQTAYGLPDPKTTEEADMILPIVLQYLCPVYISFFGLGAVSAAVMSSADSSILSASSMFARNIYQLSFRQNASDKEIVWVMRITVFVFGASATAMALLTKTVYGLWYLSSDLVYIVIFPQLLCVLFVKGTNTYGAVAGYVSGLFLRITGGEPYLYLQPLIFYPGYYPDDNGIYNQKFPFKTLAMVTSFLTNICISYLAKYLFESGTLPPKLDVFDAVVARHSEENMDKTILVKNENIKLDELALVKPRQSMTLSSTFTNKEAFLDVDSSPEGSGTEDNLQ
CHT inh – inhibitors of human choline transporter CHT. CHT-expressing cells, membrane potential dye, choline response; hits give low values. Q9GZV3. 310,000 compounds, 0.86% hits. B-score at 10 µM;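 active = B-score over 3 SD under the library average, and starting fluorescence ratio not unusually high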;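 also: choline stimulus applied at its EC90 after an EC20 pre-addition; B-score computed on integrated fluorescence ratio after choline addition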
STK33 inh – inhibitors of human STK33 kinase; 320,000 compounds, 0.073% hits; Q9BYT3; AID 2661; inhibition, % at 10 µM; purified STK33, MBP phosphorylation, ADP-Glo luminescence;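 active = inhibition at or above 25%, using the most active replicate where run in duplicate; inactive = inhibition below 25%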
Target sequence (Q9BYT3 whole entry, looked up): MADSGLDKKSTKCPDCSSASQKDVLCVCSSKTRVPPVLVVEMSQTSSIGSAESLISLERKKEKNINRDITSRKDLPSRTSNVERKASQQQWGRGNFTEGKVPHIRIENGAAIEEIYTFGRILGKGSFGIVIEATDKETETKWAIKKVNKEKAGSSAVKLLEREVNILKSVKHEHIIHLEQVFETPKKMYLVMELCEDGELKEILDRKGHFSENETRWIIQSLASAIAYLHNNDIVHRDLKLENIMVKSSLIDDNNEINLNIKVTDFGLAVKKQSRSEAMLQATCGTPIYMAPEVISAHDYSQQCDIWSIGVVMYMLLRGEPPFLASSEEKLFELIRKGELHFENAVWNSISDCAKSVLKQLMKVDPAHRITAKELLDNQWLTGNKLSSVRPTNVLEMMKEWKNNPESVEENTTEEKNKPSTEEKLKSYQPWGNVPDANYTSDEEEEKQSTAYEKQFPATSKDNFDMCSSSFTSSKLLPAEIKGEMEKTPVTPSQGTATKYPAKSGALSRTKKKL
* = called active by the depositor; i = inactive; . = no result given.

SMILES	CHT allo act	CHT inh	STK33 inh
Cc1csc(=O)n1CC(=O)OC(C)C(=O)Nc1cccc(Cl)c1 (stereo not given)	i	i	-1.9
Cc1cc2oc(=O)cc(CN3CCOCC3)c2cc1O	i	i	-2.0
CCCCSCCCNC(=O)c1ccc(CS(=O)(=O)c2ccc(OC)cc2)o1	i	i	-0.8
C/C(=N\NC(=O)c1nnn(-c2nonc2N)c1CN(C)c1ccccc1)c1cccs1	i	i	0.3
CCN(c1ccccc1)c1nc2nonc2nc1NCCO	i	i	-2.4
CCn1cc(-c2n[nH]c(=S)n2-c2ccc(C)cc2Br)c(=O)c2ccc(C)nc21	i	i	-1.0
CCOC(=O)C1(Cc2ccc(OC)cc2)CCN(C(=O)CC2CCC(=O)N2)CC1 (stereo not given)	i	i	0.9
O=c1[nH]n(-c2ccc([N+](=O)[O-])cc2)c(=O)c2ccccc12	i	i	0.4
Cc1cc(S(N)(=O)=O)c(N)c(S(N)(=O)=O)c1	i	i	0.6
CN(C)S(=O)(=O)c1ccc(NC(=O)CN2CCCc3ccccc32)cc1	i	i	0.7
CCC1C2CN(C(C)=O)CC=C2C(C#N)=C(N)C1(C#N)C#N (stereo not given)	i	i	1.2
CS(=O)(=O)c1ccc(-c2csc(-c3cccnc3)n2)cc1	i	i	0.3

Random excerpt: 4 compounds from above
SMILES	CHT allo act	CHT inh	STK33 inh
CCn1cc(-c2n[nH]c(=S)n2-c2ccc(C)cc2Br)c(=O)c2ccc(C)nc21	i	i	-1.0
CCN(c1ccccc1)c1nc2nonc2nc1NCCO	i	i	-2.4
CCOC(=O)C1(Cc2ccc(OC)cc2)CCN(C(=O)CC2CCC(=O)N2)CC1 (stereo not given)	i	i	0.9
CS(=O)(=O)c1ccc(-c2csc(-c3cccnc3)n2)cc1	i	i	0.3

(more compounds)
SMILES	CHT allo act	CHT inh	STK33 inh
N#CCCn1cc(/C=N/O)c(-c2cccc([N+](=O)[O-])c2)n1	i	i	-0.1
Cc1ccc(NC(=O)c2ccco2)c(NC(=O)CN2C(=O)c3ccccc3C2=O)c1	i	i	-0.8
C[C@]12C=CC(=O)C=C1CC[C@@H]1[C@@H]2[C@@H](O)C[C@@]2(C)[C@H]1CC[C@]2(O)C(=O)COC(=O)CCC(=O)NCCc1ccc(O)cc1	i	i	2.1
O=C(CSc1nnc(NC(=O)c2ccc(F)cc2)s1)NC1CC1	i	i	-0.2
CCCC(C(=O)NCc1ccco1)N(C(=O)CNS(=O)(=O)c1ccccc1)C1CCCC1 (stereo not given)	i	i	-1.2
CN(C)C(=O)COc1ccc(S(=O)(=O)c2ccc(OCC(=O)N(C)C)cc2)cc1	i	i	1.0
CCCCCC(=O)Nc1ccccc1N1CCN(c2ccccc2)CC1	i	i	-0.5
CS(=O)(=O)NCc1nnc(SCC(=O)NC2CCCCC2)n1-c1ccc(F)cc1	i	i	-2.5
CC(C)n1c(S(=O)(=O)O)nc2ccccc21	i	i	-0.3
Cc1cccc(OC2CCN(Cc3c(C(=O)N4CCCC4)nc4ccccn34)CC2)c1	i	i	-2.5
O=C(Nc1nc2c(F)cc(F)cc2s1)C1COc2ccccc2O1 (stereo not given)	i	i	-0.3
Nc1nnc(SCC(=O)N2CCc3ccccc3C2)s1	i	i	0.4
CCN(CC)c1ccc(C2C(C(=O)OCCOC(C)C)=C(C)NC3=C2C(=O)CCC3)cc1 (stereo not given)	i	i	-1.7
O=C1C(=O)N(CC2COc3ccccc3O2)c2ccccc21 (stereo not given)	i	i	0.0
O=C(OCc1c(F)cccc1Cl)c1cccnc1Cl	i	i	0.3
COc1cc2nc(-c3cccs3)oc(=O)c2cc1OC	i	i	-0.7
Cc1ccc(-c2nn(-c3ccccc3)c3[nH]c(=O)c(CNCc4ccccc4)cc23)cc1	i	i	1.1
CCCCNC(=O)CSc1nc(O)cc(=O)n1C1CCCC1	i	i	-4.3
c1ccc(CCNc2ncnc3c2cnn3-c2ccccc2)cc1	i	i	0.5
Oc1ccccc1/C=N/n1c(-c2ccccc2)n[nH]c1=S	i	i	8.7
Cc1ccc(NS(=O)(=O)c2sc3ccc(Cl)cc3c2C)cc1	i	i	-0.7
O=C(O)c1ccc(NS(=O)(=O)c2ccc(Cl)cc2)cc1	i	i	-0.8
O=C(c1cccc(F)c1)N1CCC(c2nc3ccccc3s2)CC1	i	i	-1.6
CCN1CCCC1CNC1=NCCCCC1 (stereo not given)	i	i	-1.5
O=C(CNC(=O)c1nc[nH]c1C(=O)N1CCNCC1)OCc1ccccc1	i	i	-1.7
S=C1NC[C@H](Cc2ccccc2)N1CCCCC1CCCCC1	i	i	1.1
O=C(NC(=S)Nc1ccccc1O)c1cncc(Br)c1	i	i	-0.4
CC(=O)Nc1c2c(nn1-c1ccc(Cl)cc1)CSC2	i	i	-0.3
O=C(NCc1cccc(C(F)(F)F)c1)C1CC(c2ccccc2[N+](=O)[O-])=NO1 (stereo not given)	i	i	0.3
COC(=O)Nc1ccc(Oc2ccccc2)cc1	i	i	0.2
CN(CC(=O)NCCc1ccc(S(N)(=O)=O)cc1)S(=O)(=O)c1ccc(Br)s1	i	i	0.0
CC1=C(C#N)C(c2ccc(O)cc2)C2=C(CC(C)(C)CC2=O)N1 (stereo not given)	i	i	-1.6
CC1CC(C)CN(CCCNC(=O)C2CCN(c3nnc(-n4cccc4)s3)CC2)C1 (stereo not given)	i	i	1.4
C#CCOCCOCCOCCNc1nc(N2CCN(C(=O)C([C@@H](C)CC)n3cc(C(N)COC(=O)C(F)(F)F)nn3)CC2)nc(N2CCN(C(=O)[C@H](CCC(=O)O)n3cc(C(N)CC(C)C)nn3)CC2)n1 (stereo not given in full)	i	i	-1.3
CCN(CC(=O)NCc1ccc(Cl)cc1)C(=O)NCc1ccc(Cl)cc1	i	i	-1.1
CCOC(=O)CN1C(=O)CC(c2ccccc2)C1=O (stereo not given)	i	i	-2.8
CC(=O)Nc1ccc(-c2cc(-c3ccc(NC(C)=O)cc3)nc(-c3ccccc3)n2)cc1	i	i	0.1
Oc1c(Br)cc(/C=N/NC(=S)NCc2ccco2)cc1Br	i	-5.1*	0.4
CCCCCCCc1c(C)nc(N2CCOCC2)[nH]c1=O	i	i	-1.2
Cc1nn2c3c(cnc2c1-c1ccccc1)C(=O)CC(c1ccco1)C3 (stereo not given)	i	i	1.1
O=C(Nc1nc(-c2ccccc2)c(-c2ccccc2)o1)c1ccc(F)cc1	i	i	0.4
COc1ccc(C2CC(c3ccc(F)cc3)Nc3nc(N)nn32)cc1OC (stereo not given)	i	i	0.9
CS(=O)(=O)N1CCN(c2ccccc2NC(=S)NC(=O)c2ccccc2[N+](=O)[O-])CC1	i	i	0.2
CC(=O)c1ccc(N2CCN(C(=O)Cc3n[nH]c(=O)c4ccccc34)CC2)cc1	i	i	-0.3
O=C(OC1CCOC1=O)c1cc(-c2cccc(Br)c2)nc2ccccc12 (stereo not given)	i	i	0.2
COc1cccc(-c2nc(CCl)cs2)c1OC	i	i	0.1
O=C(Nc1cnn(C23CC4CC(CC(C4)C2)C3)c1)c1cnn2cccnc12	i	i	-0.3
Cc1cc(C)nc(N2CCN(C(=O)CCC(=O)Nc3nnc(C(C)C)s3)CC2)n1	i	i	-3.0
C[C@@]12CCC=C[C@H]1[C@H](c1ccoc1)N(Cc1ccccc1)C2=O	i	i	-0.8
CN(c1ccc(OCC(=O)N2CCOCC2)cc1)S(=O)(=O)c1ccc(F)cc1	i	i	-1.3
CCOc1cccc(/C=N/Nc2nc(N3CCCC3)nc(N3CCCC3)n2)c1O	i	i	-0.9
S=C(Nc1ccc(Br)cc1Cl)NN1CCOCC1	i	i	0.1
CC(Oc1ccccc1Cl)C(=O)Nc1ccc(S(=O)(=O)N2CCCC2)cc1 (stereo not given)	i	i	.
COc1ccccc1COCC(O)CN1CCCCC1CO (stereo not given)	i	i	-0.8
CCOc1ccc(S(=O)(=O)N2CCN(C)CC2)c(C)c1C	i	i	0.7
O=C(CCCC(=O)N1CCN(c2ccc([N+](=O)[O-])cc2)CC1)c1ccccc1	i	i	-1.7
CCS(=O)(=O)c1nc(S(=O)(=O)c2ccc(Cl)cc2)c(NCCCN2CCCC2=O)s1	i	i	-2.3
Cc1ccc(C)c(NC(=O)CSc2nnc(-c3ccccc3C)o2)c1	i	i	0.1
COCCCN1C(=O)C(=O)/C(=C(/O)c2ccc(OC)cc2)C12C(=O)N(C)c1ccccc12 (stereo not given)	i	i	-0.7
CCN(CC)c1ccc(/C=N/NC(=O)CNC(=O)/C=C/c2ccco2)cc1	i	i	0.1

Complete entries from above. Order of values: CHT allo act | CHT inh | STK33 inh
CN(c1ccc(OCC(=O)N2CCOCC2)cc1)S(=O)(=O)c1ccc(F)cc1 reads i | i | -1.3
C[C@@]12CCC=C[C@H]1[C@H](c1ccoc1)N(Cc1ccccc1)C2=O reads i | i | -0.8
COc1ccccc1COCC(O)CN1CCCCC1CO (stereo not given) reads i | i | -0.8

More entries:
SMILES	CHT allo act	CHT inh	STK33 inh
O=c1[nH]c(-c2ccco2)nc2sc3c(c12)CCCC3	i	i	-1.0
O=C(C1CC1)N(CCc1ccccc1)Cc1nc2ccccc2c(=O)[nH]1	i	i	-1.3
O=C(NCCS(=O)(=O)N1CCCCC1)c1ccc2c(c1)OCO2	i	i	-0.9
Cc1ccc(CCNC(=O)C(C)n2nc(C)c3c(C)n(-c4ccccc4)nc3c2=O)cc1 (stereo not given)	i	i	-1.1
COc1ccc(Oc2cn[nH]c2-c2ccc(OCC(=O)NN)cc2O)cc1	i	i	0.0
COc1ccccc1NC(=O)C(C)OC(=O)c1cccc(-n2cnnn2)c1 (stereo not given)	i	i	-1.7
COc1cc([C@@H]2[C@H]3CN(C)CC=C3C(C#N)=C(N)C2(C#N)C#N)cc2c1OCO2	i	i	0.8
Cc1onc(-c2c(F)cccc2Cl)c1C(=O)O/N=C(\N)c1ccc([N+](=O)[O-])o1	i	i	-0.8
COc1ccc(/C=N/NC(=O)C(=O)/C=C2\NC3(CCCC3)Cc3ccccc32)cc1	i	i	-2.6
Cc1ccc2cc3cc(C(=O)NC4CCCCC4)oc3nc2c1	i	i	-3.0
N#CCC(CNc1ncc(C(F)(F)F)cc1Cl)OC(=O)c1ccc(Cl)cc1Cl (stereo not given)	i	i	-0.9
CC(C)COc1nc2c(c(=O)n(C)c(=O)n2C)n1C	i	i	-1.4
CC(C)NC(=O)Cn1c(SCC(=O)N2c3ccccc3CC2C)nc2ccccc21 (stereo not given)	i	i	-1.8
O=C1CN2C(=Nc3ccc(Br)cc3C2c2ccccc2)CCN1 (stereo not given)	i	i	-0.6
Cc1ccc(OCc2nnnn2-c2ccccc2)cc1	i	i	-1.8
COc1ccc(CN(CC(=O)NCc2ccco2)C(=O)CCC(=O)Nc2ccccn2)cc1	i	i	-1.1
CN(C)C(CNC1CC(C)(C)NC(C)(C)C1)c1cccc(F)c1 (stereo not given)	i	i	-1.6
CC1(C(=O)N/N=C/c2ccccc2)CC1(Cl)Cl (stereo not given)	i	i	-0.8
C#Cc1ccc(C(=O)NCc2ccc(N3CCCC3=O)cc2)cc1	i	i	-2.9
CCc1ccc(-c2nc(SCC(=O)N(CCOC)c3c(N)n(Cc4ccccc4)c(=O)[nH]c3=O)n[nH]2)cc1	i	i	-0.8
Cc1ccc(S(=O)(=O)N(C)C)cc1NC(=O)/C=C/c1cccs1	i	i	-1.2
Cn1c(SCC(=O)N2CCCC2)nnc1-c1ccc2c(c1)OCO2	i	i	-1.0
Fc1ccccc1COc1ccc(/C=N/n2cnnc2)cc1	i	i	-0.3
COC(=O)c1ccc(-n2cnc3ccccc32)nc1	i	i	7.1

Looked up above:
O=C(OC1CCOC1=O)c1cc(-c2cccc(Br)c2)nc2ccccc12 (stereo not given) @ STK33 inh = 0.2
S=C(Nc1ccc(Br)cc1Cl)NN1CCOCC1 @ STK33 inh = 0.1
Cc1csc(=O)n1CC(=O)OC(C)C(=O)Nc1cccc(Cl)c1 (stereo not given) @ STK33 inh = -1.9
CCn1cc(-c2n[nH]c(=S)n2-c2ccc(C)cc2Br)c(=O)c2ccc(C)nc21 @ STK33 inh = -1.0
O=C(CCCC(=O)N1CCN(c2ccc([N+](=O)[O-])cc2)CC1)c1ccccc1 @ STK33 inh = -1.7

The listing continues:
SMILES	CHT allo act	CHT inh	STK33 inh
O=C(Nc1ccc2c(c1)OCCO2)c1ccccn1	i	i	9.1
CCOC(=O)C1CCCN(c2oc(-c3ccc(F)cc3)nc2C#N)C1 (stereo not given)	i	i	1.6
CCN1C(=O)NC(c2cc(Br)ccc2OC)C(C(=O)OC)=C1C (stereo not given)	i	i	-0.5
O=C(CSc1n[nH]c(=O)n1-c1cccnc1)Nc1ccccc1Cl	i	i	0.9
O=C(NCCCN1CCOCC1)c1cccnc1SCc1ccccc1Cl	i	i	-0.9
C=CCn1c(C)cc(C2=NNC(=Nc3ccc(C)cc3)SC2)c1C	i	i	-0.7
CCCCCCCC(=O)NN1CCOCC1	i	i	-1.6
Cc1nc(C(=O)Nc2cc(F)cc(Cl)c2)sc1C1(C)CC(c2ccccc2)=NO1 (stereo not given)	i	i	1.4
Cc1[nH]n(C(N)=S)c(=O)c1N=Nc1cccc([N+](=O)[O-])c1C	i	i	0.5
O=C(Nc1ccc(F)cc1)Nc1ccc([N+](=O)[O-])cn1	i	i	-0.1
COc1ccc(C2c3cc(OC)c(OC)cc3CCN2C2CC(=O)N(c3ccccc3)C2=O)cc1OC (stereo not given)	i	i	.
CCOc1cc(S(=O)(=O)N2CCC(Cc3ccccc3)CC2)c(OCC)cc1-n1cnnn1	i	i	-0.3
CC(C)CCNC(=O)C1CCN(S(=O)(=O)c2ccc3c(c2)CCC(=O)N3)CC1	i	i	0.7
O=[N+]([O-])c1ccc(CN2CCN(c3ccc([N+](=O)[O-])cc3)CC2)cc1	i	i	-2.8
